# STAT1 act = increases IFN-gamma driven STAT1 reporter signal; NIH 3T3 STAT1-luciferase reporter, luminescence; 100% = IFN-gamma alone, no compound; activation (% of control), % at 5.5 µM; 200,000 compounds, 2.6% hits;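 active = activation above the screen-wide mean activation plus 3 SD, cut at about 130% in these data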;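 also: raw ratio to IFN-gamma control signal so 100% means no change and 0% no light; values of inactives mirror those of a sister screen read the other way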
# FLuc inh counter = inhibits firefly luciferase, flagging false hits in luciferase inhibition screens; ATPLite firefly luciferase biochemical luminescence, 10 min; inhibition, % at 10 µM; 200,000 compounds, 1.5% hits; AID 1006;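 active = inhibition above about 50% when tested at 10 µM, limit read from the data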
# Target sequence (P08659 whole entry, looked up): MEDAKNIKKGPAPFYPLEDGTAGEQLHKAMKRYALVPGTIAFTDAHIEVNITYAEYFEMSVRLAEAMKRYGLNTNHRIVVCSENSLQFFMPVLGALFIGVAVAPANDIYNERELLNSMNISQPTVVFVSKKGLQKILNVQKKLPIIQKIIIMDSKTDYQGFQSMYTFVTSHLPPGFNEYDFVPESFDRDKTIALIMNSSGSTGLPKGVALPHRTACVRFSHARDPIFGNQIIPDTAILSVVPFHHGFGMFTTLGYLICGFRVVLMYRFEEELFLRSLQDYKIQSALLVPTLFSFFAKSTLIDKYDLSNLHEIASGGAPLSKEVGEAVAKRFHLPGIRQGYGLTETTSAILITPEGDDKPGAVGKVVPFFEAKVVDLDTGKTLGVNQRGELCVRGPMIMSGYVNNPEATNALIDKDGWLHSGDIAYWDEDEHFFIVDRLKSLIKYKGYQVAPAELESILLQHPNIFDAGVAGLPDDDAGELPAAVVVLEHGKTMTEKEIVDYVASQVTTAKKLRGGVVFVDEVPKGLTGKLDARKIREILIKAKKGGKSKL
# Efa HMGR inh = E. faecalis class II HMG-CoA reductase inhibition. inhibition, % at 10 µM. 190,000 compounds, 0.41% hits. AID 1066. purified E. faecalis HMGR, NADPH absorbance 340 nm kinetic;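 active = inhibition above a set limit, the median over all tested compounds plus 3 SD, cut at about 9.5% in these data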;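 also: enzyme runs in reverse so mevalonate oxidation gives rising NADPH absorbance; 0% = complete reaction with DMSO and 100% = background rate lacking mevalonate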
# FLuc stim CS = affects firefly luciferase, flagging false hits in luciferase stimulation screens. P08659. ATPlite luciferase biochemical, luminescence, 10 min; 0 = ATP-free wells, 1 = DMSO control. activation factor at 10 µM. 200,000 tested, under 10 active. AID 1027;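 active = luciferase activation factor, scaled between plate controls, of at least 2 with compound at 10 µM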
#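 System: Luciferase/luciferin detection reagent, cell-free biochemical luciferase assay | Medium: PBS buffer for ATP | Dosing: Test compounds dosed from 2 mM stocks in 100% DMSO | Timing: 10 min at ambient temperature | Signal: Luminescence measurement of luciferase light output | Evaluation: Luciferase activation, seen as luminescence increase over controls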
# APP 5UTR inh = APP translation inhibition. SH-SY5Y APP 5'UTR-luciferase reporter, luminescence. inhibition, % at 2 µM. 190,000 compounds, 0.82% hits. AID 1285;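 active = inhibition above a set limit, derived from the sample mean plus 3 SD, cut at about 45% in these data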; also: values of inactives mirror those of a sister screen read the other way
# Hsp70 act = Hsp70 transcriptional activation, primary screen; HeLa Hsp70 promoter luciferase reporter, luminescence; scaled: vehicle 0, proteasome-inhibitor control 100%; activation, % at 10 µM; 200,000 compounds, 0.04% hits;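 active = activation above the mean across all tested compounds plus 3 SD, cutoff set per campaign, cut at about 5.5% in these data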;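 also: 100% = MG132 at 30 µM as the positive control and 0% = DMSO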
# APP 5'UTR act = activates APP 5'UTR luciferase reporter; SH-SY5Y APP 5'UTR luciferase reporter, luminescence; zero percent = DMSO vehicle wells; activation, % at 2 µM; 190,000 compounds, 1% hits;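 active = activation above a set limit, based on mean plus 3 SD of controls, cut at about 140% in these data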; also: values of inactives mirror those of a sister screen read the other way
# NF-kB neuron act = NF-kB expression increase, human neuronal cells. NF-kB reporter expression; stronger effect = higher value. fold change at 12.5 µM. 190,000 compounds, 1.6% hits. AID 1239; in the data active = fold change above about 3.3
# Redox H2O2 prof = compounds producing H2O2 with reducing agent – biochemical, NIH compound library profiling, artefact control for MLSCN library redox annotation, primary screen; AID 878; 200,000 compounds, 0.03% hits; activation, % at 10 µM; DTT-dependent redox cycling H2O2, phenol red/HRP absorbance; 100% = 100 µM peroxide control, 0% = buffer;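 active = activation of at least 50% relative to the plate's high and low controls in the primary single-dose screen; inactive = activation below 50%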;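 also: compound incubated with DTT at 0.8 mM final as the reducing agent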
# G6PDH CS = inhibits Leuconostoc G6PDH, flagging false hits in G6PDH-based assays. Purified L. mesenteroides G6PDH, diaphorase/resazurin coupled fluorescence, 45 min. AID 1020. inhibition, % at 5 µM. 200,000 compounds, 0.12% hits; in the data active = inhibition above about 50%
# An asterisk follows results filed as active; x = not tested or not shown.
SMILES,STAT1 act,FLuc inh counter,Efa HMGR inh,FLuc stim CS,APP 5UTR inh,Hsp70 act,APP 5'UTR act,NF-kB neuron act,Redox H2O2 prof,G6PDH CS
CCCc1cc(=O)[nH]c(SCC(=O)NN(c2ccccc2)c2ccccc2)n1,103,-3,-1,1,4,0.4,-4,0.82,0.2,12
COc1ccccc1-c1cc(C(=O)N2CCN(c3ccc(F)cc3)CC2)no1,101,-5,-3,1,-13,-0.3,13,1,-0.5,3
Cc1sc2ncnc(Sc3nc4ccccc4s3)c2c1C,93,4,-1,1,-25,-0.1,25,0.81,-0.1,-17
CC(=O)c1cccc(NS(=O)(=O)N(C)C)c1,104,-2,-3,1,11,-0.3,-11,1.2,1.3,11
COc1cc2[nH]c(=S)n(Cc3ccccc3)c(=O)c2cc1OC,97,-7,4,1.1,-2,-0.1,2,1.3,0.7,-1
CN(C)Cc1c(-c2ccc(Cl)cc2)nc2ccc(Cl)cn12,93,-3,-3,1,-19,-0.2,19,0.97,-1.5,2
Fc1ccc2nc(C3CCCCN3Cc3nc(CC4CC4)no3)[nH]c2c1 (stereo unspecified),95,-3,0,1,14,-0.1,-14,0.99,-2.5,22
CCn1cc(Cl)c(C(=O)N2N=C(c3ccc4ccccc4c3)CC2c2ccccc2O)n1 (stereo unspecified),100,3,0,1,4,-0.1,-4,1.2,-0.1,13
CCN(C(=O)COC(=O)C1CCN(S(=O)(=O)c2cccs2)CC1)c1ccccc1,106,3,0,1,4,-0.3,-4,1.2,-0.7,-8
CCOc1ccc(N2C(=O)c3ccc(C(=O)OCc4c(C)noc4C)cc3C2=O)cc1,104,-4,2,1,6,-0.3,-6,1.1,2.6,5
COc1ccc(NC(C)=O)cc1NC(=O)CSc1nc2ncccc2[nH]1,98,0,-3,1,7,-0.2,-7,1.1,0.1,2
CCOC(=O)c1cc2sc(C)cc2n1CCCN1C(=O)c2ccccc2C1=O,96,-2,-7,1,14,0.0,-14,0.63,-0.6,-4
CSCCC(NC(=O)c1cccc(S(=O)(=O)N2CCOCC2)c1)C(=O)Nc1ccc(F)cc1 (stereo unspecified),95,-5,-7,1.1,-1,-0.3,1,1.2,-0.2,-10
O=C(c1ccc(Cl)cc1)c1cc(-c2ccccn2)c(N2CCOCC2)s1,101,-8,-10,1.1,-1,0.2,1,0.64,-5.8,7
Cc1cccnc1NCc1ccc(O)c2ncccc12,96,-5,1,1.1,6,0.1,-6,8.6*,0.0,25
Cc1cccc(C(=O)N[C@H](C(=O)Nc2nc(C)cs2)C(C)C)c1,96,0,-3,1,18,-0.2,-18,1.2,x,5
O=C(O)C1CC=CCC1C(=O)NNS(=O)(=O)c1ccccc1 (stereo unspecified),99,0,-1,1,0,0.2,0,0.98,-1.2,5
CC(=O)c1cccc(NC(=S)NC2CC2)c1,105,-1,-4,1,-10,-0.3,10,1.1,0.1,3
O=S(=O)(Nc1cccc(C(F)(F)F)c1)c1cccnc1,97,-7,-4,1.1,-12,-0.3,12,1.5,-1.0,1
CCC1C(=O)N=C(SCC(=O)NC2CCCCC2)NC1=O (stereo unspecified),97,-2,0,1,9,-0.2,-9,1.1,0.9,6
OCCN1CCN(c2ncnc3c2c(-c2ccccc2)cn3-c2ccc(Br)cc2)CC1,98,-5,4,1.1,13,-0.5,-13,0.77,5.5,-5
CC(C)(NO)/C(=N/O)c1cccs1,99,-4,-4,1,-12,2.6,12,1,-10,11
COc1ccc(NC(=O)CC#N)cc1OC,100,-6,3,1.1,-7,-0.2,7,0.98,0.5,1
COc1ccc(C(=O)CSc2nnc(CNc3nc(-c4ccccc4)cs3)n2C)cc1,101,-6,-7,1.1,0,-0.5,0,0.78,0.0,10
CCN(CC)S(=O)(=O)c1cccc(C(=O)N[C@@H](C)c2nc3ccccc3[nH]2)c1,96,-1,1,1,2,-0.3,-2,0.97,-0.5,5
COc1ccccc1NC(=S)N1CCCc2ccccc21,102,-4,16*,1,-2,-0.2,2,1.1,-0.1,4
O=C(CSc1ncccn1)N1CCC(Cc2ccccc2)CC1,96,-5,-3,1,-5,0.4,5,0.88,0.3,1
COc1ccc(N2C(=O)C(CC(=O)Nc3ccc(F)cc3)N(CCc3ccc(OC)c(OC)c3)C2=O)cc1 (stereo unspecified),98,-4,-8,1,-11,-0.2,11,0.85,-0.6,1
Cc1ccn2cc(CCNC(=O)CC(C)(C)C)nc2c1,105,-6,-1,1.1,-20,0.5,20,1.1,2.0,1
COC(=O)c1cccc(-n2c(C)cc(C=O)c2C)c1,88,1,-1,1,0,-0.4,0,1.3,-0.3,-1
CCCCCCOC(=O)c1ccc(OC(=O)c2cccnc2)cc1,121,-7,-13,1.1,-29,-0.3,29,2.7,0.1,7
CC(C)c1cc(CNC(=O)CCc2nnc(CCCc3ccccc3)o2)on1,112,-2,-4,1,-27,-0.1,27,2.3,0.4,5
Cc1ccc(-n2ncc3c(N4CCC(C(N)=O)CC4)ncnc32)c(C)c1,107,-4,-3,1,-28,-0.3,28,1.4,-0.8,9
CCOC(=O)Cc1c(C)[nH]c(=S)[nH]c1=O,109,-1,2,1,1,-0.2,-1,1.2,-3.4,1
CC(=O)OCCN(C)c1cc(SC(C)C)c2nonc2c1[N+](=O)[O-],94,-3,-4,1,-5,0.0,5,1.8,0.0,14
COC(=O)c1cc(C)sc1NC(=O)C1CC=CCC1C(=O)O (stereo unspecified),89,-1,-1,1,-4,-0.5,4,1.1,-0.1,11
COc1cc(/C=N/Nc2nc(Nc3ccc(C)cc3)nc(-n3nc(C)cc3C)n2)cc(OC)c1OC,98,3,-12,1,4,0.2,-4,0.36,-17,1
O=C(O)CCCC(=O)N1CCc2cc(S(=O)(=O)NCc3ccc(F)cc3)ccc21,96,1,1,1,24,-0.1,-24,1.2,0.4,9
COc1cc(OC)c2cc[nH]c2c1,101,-6,-5,1.1,-11,-0.6,11,1.5,0.1,-6
Cc1ccc(C)n1-n1c(C)nc2scc(-c3ccccc3)c2c1=O,100,-3,-2,1,-7,0.1,7,1,-0.3,6
CN1C(=O)/C(=C/C=C2\SCCN2C)N(C)C1=S,132*,13,-12,0.9,-75,0.1,75,5.3*,-0.8,6
Cc1ccc2c(c1)C1CN(C)CCC1N2C(=O)COc1ccc(N(C)C(=O)C(C)(C)C)cc1 (stereo unspecified),92,-6,-3,1.1,15,0.0,-15,1,0.1,-6
CC(C)Cc1nnc(NS(C)(=O)=O)s1,104,-8,-3,1.1,5,-0.1,-5,1,-4.2,4
O=C(COc1ccccc1)Nc1ccc(Cl)cn1,118,12,-3,0.9,-55,-0.2,55,1.7,-1.0,5
COc1ccc(NS(=O)(=O)c2ccc3oc(Nc4ccc5c(c4)OCCO5)nc3c2)cc1,111,-2,0,1,-20,0.2,20,0.9,0.5,-72

# Rewritten field by field: 3 of the compounds above
Cc1ccc(C)n1-n1c(C)nc2scc(-c3ccccc3)c2c1=O
  STAT1 act = 100
  FLuc inh counter = -3
  Efa HMGR inh = -2
  FLuc stim CS = 1
  APP 5UTR inh = -7
  Hsp70 act = 0.1
  APP 5'UTR act = 7
  NF-kB neuron act = 1
  Redox H2O2 prof = -0.3
  G6PDH CS = 6

CN1C(=O)/C(=C/C=C2\SCCN2C)N(C)C1=S
  STAT1 act = 132*
  FLuc inh counter = 13
  Efa HMGR inh = -12
  FLuc stim CS = 0.9
  APP 5UTR inh = -75
  Hsp70 act = 0.1
  APP 5'UTR act = 75
  NF-kB neuron act = 5.3*
  Redox H2O2 prof = -0.8
  G6PDH CS = 6

Cc1ccc2c(c1)C1CN(C)CCC1N2C(=O)COc1ccc(N(C)C(=O)C(C)(C)C)cc1 (stereo unspecified)
  STAT1 act = 92
  FLuc inh counter = -6
  Efa HMGR inh = -3
  FLuc stim CS = 1.1
  APP 5UTR inh = 15
  Hsp70 act = 0.0
  APP 5'UTR act = -15
  NF-kB neuron act = 1
  Redox H2O2 prof = 0.1
  G6PDH CS = -6

# More entries
SMILES,STAT1 act,FLuc inh counter,Efa HMGR inh,FLuc stim CS,APP 5UTR inh,Hsp70 act,APP 5'UTR act,NF-kB neuron act,Redox H2O2 prof,G6PDH CS
O=C(NCC1CCCO1)c1ccc(C(=O)NCC2CCCO2)cc1 (stereo unspecified),103,-4,-3,1,-22,-0.2,22,1,-2.3,-4
CSc1ccccc1C(=O)Nc1ccc(C)cc1C,101,2,-3,1,9,0.0,-9,0.97,0.3,3
O=S(=O)(c1cc(Cl)ccc1Cl)N1CC2CCCN2c2ccc(C(F)(F)F)cc21 (stereo unspecified),86,-2,-3,1,6,-0.5,-6,0.94,1.5,6
C=CCc1ccc(OCCCCNC2CCCC2)c(OC)c1,98,-4,-1,1,10,-0.4,-10,1.2,9.3,1
COc1ccc2c3c(cccc13)OCC2=O,95,-6,-3,1.1,-8,-0.2,9,1.1,-0.3,4
Cc1c(CN2CCC(CO)(Cc3cccc(C(F)(F)F)c3)CC2)c2ccccc2n1C,91,-4,6,1,-7,-0.2,7,0.53,0.1,8
O=S(=O)(c1ccc(F)cc1)N1CCC(N2CCN(c3ccccc3)CC2)CC1,97,x,x,x,-15,-0.4,15,x,2.0,x
O=[N+]([O-])c1ccc(N2CCCCC2)cc1N1CCOCC1,101,-6,-4,1.1,6,-0.2,-6,1.1,-5.2,10
Cc1ccc(NC(=O)CSc2n[nH]c(-c3ccncc3)n2)cc1,100,-1,-5,1,-7,-0.3,7,1.2,3.5,5
O=C(Nc1nnc(C2COc3ccccc3O2)o1)c1ccc(F)cc1 (stereo unspecified),98,0,-4,1,-5,-0.4,5,0.81,0.7,-5
COc1ccc(CN(C(=O)Cn2nnc(-c3ccc(C)o3)n2)C(C(=O)NCC2CCCO2)c2ccco2)cc1 (stereo unspecified),101,-7,0,1.1,10,-0.3,-10,0.87,-1.0,4
Cc1ccccc1C(=O)N1CCC(C(=O)N2CCN(S(=O)(=O)c3ccccc3F)CC2)CC1,98,-1,-7,1,4,-0.5,-4,1.2,-0.5,1
CCNC(=S)NNC(=O)C1CCCCC1,100,-4,-3,1,x,-0.5,x,1.3,6.3,1
Cn1c(N)c(C(=O)CSc2nc(N)cc(=O)[nH]2)c(=O)n(C)c1=O,101,-1,-5,1,-4,-0.2,4,1.4,-0.1,15
CCC(c1nnnn1C(C)(C)CC)N1CCN(c2ccccc2F)CC1 (stereo unspecified),95,-5,-4,1.1,7,-0.2,-7,1.1,0.3,6
CCOC(=O)C1CCN(S(=O)(=O)c2ccc(OC)c(Cl)c2)CC1,96,-4,1,1,-1,-0.2,1,1.4,-0.6,12
O=C(CC1CS(=O)(=O)CC1CC(=O)Nc1ccc2c(c1)OCCO2)Nc1ccc2c(c1)OCCO2 (stereo unspecified),85,13,4,0.9,-52,-0.2,52,0.62,-0.2,12
CCOc1ccc(N=C(NC#N)SC)cc1,98,-5,-8,1,-2,-0.2,2,1.2,2.4,0
CC(=O)c1c(-c2ccc(C)cc2)nc2c3ccccc3ccn12,99,-4,4,1,0,-0.1,0,0.98,0.4,4
COc1ccc(OC)c(C(=O)CSc2nnc(-c3ccc(OC)c(OC)c3)o2)c1,102,3,1,1,1,-0.1,-1,1.4,2.4,1
CC(=O)Nc1nc(SCC(=O)Nc2nnc(C)s2)[nH]c(=O)c1NC(=O)c1cccs1,111,-5,7,1.1,4,-0.1,-4,1.1,-0.2,7
COc1ccccc1NC(=O)c1ccc([N+](=O)[O-])cc1[N+](=O)[O-],93,-2,9,1,6,-0.3,-6,0.93,-0.4,3

# Screening results from PubChem BioAssay.
